TAG inh: inhibitors of triacylglycerol accumulation. H9c2 cells, Nile Red lipid (TAG) fluorescence; cells loaded with 200 µM oleic acid. inhibition, % at 12.5 µM. 230,000 compounds, 0.66% hits;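 active = pattern-corrected inhibition of lipid staining of at least 50% with the nuclear-stain viability signal not falling by more than 50%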;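 also: 0% = DMSO wells and 100% = triacsin C control wells; some results filed as inactive read as strong as hits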
TAG inh DAPI viability: recorded beside TAG inh, whose call it bears; DAPI nuclei signal change (viability), lower = more cytotoxic, %;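 whole-well DAPI fluorescence read on a plate reader as a viability signal; minus 50 percent equals half of cells still viable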
* = called active by the depositor. A portion of the library; the hit share may differ from the screen's.

SMILES	TAG inh	TAG inh DAPI viability
O=C(CSc1nnc(-c2ccco2)n1Cc1ccccc1)OC1CCCCC1	-25.5	3.0
COc1ccccc1/C=C/c1nc2ccccc2c(=O)o1	1.7	-3.1
Cc1ccccc1C1CC(=O)c2ccccc2C1C (configuration not stated)	4.1	3.4
O=C(Cn1c(=O)oc2ccccc21)NCC1COc2ccccc2O1 (configuration not stated)	-3.4	-1.2
CCN(CC)C(=O)Cn1cc(S(=O)(=O)CC(=O)NCCc2ccc(OC)c(OC)c2)c2ccccc21	0.8	-0.5
Cc1cc(C)nc(SCCCNCc2c(F)cccc2Cl)n1	-5.2	12.2
C=C(C)CNC(=S)Nc1cccc(S(=O)(=O)NC2=NCCC2)c1	-8.0	2.8
COc1ccc(CCC(=O)N(C)CC(=O)Nc2ccc(N3CCOCC3)cc2)cc1	-37.7	-1.8
Cc1cccc(NC(=O)CCC(=O)c2cccs2)n1	-20.1	-0.6
Cc1cccc(-c2nnc(SCC#N)n2-c2ccccc2)c1	-13.1	1.5
O=C(c1ccc2c(c1)OCCO2)N1CCCCC1	-3.4	8.4
CCc1cccc(CC)c1NC(=O)CN1C2CCCC1CC(NC(=O)Nc1cccc(OC)c1)C2 (configuration not stated)	4.7	2.9
O=C(NCc1ccco1)c1cccc(C(F)(F)F)c1	17.4	1.0
Nc1nonc1-c1noc(-c2ccc(Br)o2)n1	-0.7	4.2
CCOC(=O)c1ccc(NC(=S)N2CCCC2c2ccc(OC)c(OC)c2)cc1 (configuration not stated)	-3.8	-2.2
CSCCC(NC(=O)COc1ccccc1)C(=O)NCC(C)(C)N1CCOCC1 (configuration not stated)	1.9	-6.1
CCN(CC)c1ccc(C2Nc3cccc4cccc(c34)N2)cc1	19.0	-3.4
CCOC(=O)c1nn(C)c2[nH]c(=O)n(C)c(=O)c12	-6.8	-0.9
O=C(Nc1nnc(-c2ccc(Cl)cc2)o1)NC1CCCCC1	-0.1	-6.7
O=C(COC(=O)/C=C/c1cccs1)NC1CCCCC1	-1.2	-4.1
C=CCSc1nnc2c(n1)OC(c1ccccn1)N(C(C)=O)c1ccccc1-2 (configuration not stated)	-7.0	-4.1
Cc1ccc(C2(C)NC(=O)N(CC(=O)NNC(=O)c3ccccc3F)C2=O)cc1 (configuration not stated)	0.6	0.3
Cc1ccc(SCCCn2cncn2)cc1	12.7	-11.0
C=C(C)CNC(=S)/N=c1\scc(C)n1CC	-12.9	2.6
COc1cc(C(=O)NC(CCSC)C(=O)OCc2cc([N+](=O)[O-])cc3c2OCOC3)cc(OC)c1OC (configuration not stated)	-13.5	-0.4

Later entries.
SMILES	TAG inh	TAG inh DAPI viability
CCOc1ccc(C(=O)c2cccs2)cc1	-10.8	0.7
C=CCNC(=O)COC(=O)COc1ccc(Cl)cc1C	18.5	-7.1
Cc1ccc(CSc2nc3c(cc2C#N)CCC3)cc1	-2.8	6.9
O=C(O)c1cc([N+](=O)[O-])ccc1NCCc1ccccc1	3.9	-3.5
COc1ccc(S(=O)(=O)NC(N)=NCCc2ccccc2)cc1	10.1	0.0
COC(=O)CNC(=O)C(Cc1c[nH]c2ccccc12)NC(=O)OC(C)(C)C (configuration not stated)	12.9	-9.0
O=C(CN1CCN(c2ccc(F)cc2)CC1)NCc1cccs1	-9.9	9.6
Cc1nn(-c2ccccc2)c(Cl)c1C1C(C#N)=C(N)Oc2n[nH]c(C)c21 (configuration not stated)	-15.9	4.0
Cc1cn([C@H]2C[C@H](O)[C@@H](CCC(=O)NCCN3CCCCC3)O2)c(=O)[nH]c1=O	4.5	3.4
Cc1csc2c(N3CCN(C(=O)Nc4ccccc4)CC3)ncnc12	-6.8	1.3
Cc1onc(-c2ccccc2)c1C(=O)NC1CCC(C)CC1 (configuration not stated)	-10.6	4.9
O=S(=O)(c1ccc(=S)[nH]c1)N1CCOCC1	4.8	8.3
COc1ccc(C)cc1NC(=O)C(=O)NNC(=O)COc1ccc(Cl)cc1	0.9	4.4
CSc1ccccc1NC(=O)CN(C)C(=O)Cc1c[nH]c2ccccc12	2.9	-4.2
CCNC(=S)NN(c1ccccc1)c1ccccc1	-7.7	-0.7
Cc1cc(NC(=O)CCN2CCC(C)CC2)ccc1Br	-2.9	4.3
Cc1cc2c(c(=O)o1)C(CCC1CCCCC1)C(C#N)=C(N)O2 (configuration not stated)	5.2	-6.7
O=C(NN=Cc1ccc(F)cc1)C1CC1	-14.1	5.8
CC12CCC(C(=O)NNC(=O)c3ccccc3)(OC1=O)C2(C)C (configuration not stated)	-8.5	1.4
O=C(CSc1nnc2c3c4c(sc3ncn12)CCCC4)NCc1ccco1	-1.0	9.2
CCOc1ccc(NCc2nnc(SCC(=O)Nc3cc(C)on3)n2-c2ccc(OC)cc2)cc1	4.9	-10.1
COc1ccccc1CNC(=O)COC(=O)c1c[nH]c2ccccc12	26.8	-0.2
CN1CCC(=NNC(=O)C(=O)Nc2ccc(F)cc2)CC1	0.2	3.3
Cc1noc(C)c1NC(=O)Nc1ccc2c(c1)C(=O)N([C@H](C)CO)C[C@H](C)[C@@H](CN(C)S(=O)(=O)c1cn(C)cn1)O2	8.0	-14.5
COc1ccc(NC(=O)CCCC(=O)NCCc2ccc(OC)c(OC)c2)cc1	1.3	-9.3

Next section
SMILES	TAG inh	TAG inh DAPI viability
O=C(CSc1nnc2ccc(-c3cccnc3)nn12)Nc1ccc(F)cc1F	10.3	7.1
CCCNC(=O)CS(=O)(=O)Cc1nc(-c2cccc(OC)c2)oc1C	6.9	-2.3
COc1ccc(/C=N\NC(=O)c2ccccc2)cc1COc1ccccc1	24.5	-5.0
COc1cc(C)c(S(=O)(=O)NOCc2ccc([N+](=O)[O-])cc2)c(C)c1C	-24.1	3.5
CCOC(=O)CNC(=O)C1c2ccccc2C(=O)N(c2ccc(OC)cc2)C1c1ccc(OC)cc1 (configuration not stated)	18.9	-11.0
Cc1ccc(C)c(NC(=O)Cn2ccn(-c3ccc4c(c3)OCO4)c(=O)c2=O)c1	-4.9	-2.4
O=C(COC(=O)C(Cc1ccccc1)NC(=O)c1cccs1)NCc1ccccc1 (configuration not stated)	-7.1	6.3
COc1ccc(OC)c(-n2cnc3cc(C(=O)O)ccc32)c1	0.8	0.5
COc1cccc(-c2sc3ccc(OC)cc3c2-c2ccc(C(N)=O)cc2)c1	6.4	-1.2
O=C(O)c1cccc(-n2nnnc2SCc2ccccn2)c1	-29.4	11.2
C/C(=N\NC(=O)c1cccs1)c1ccc(C(=O)O)s1	-6.6	3.1
O=C(NC1CCCCCC1)C1CCN(S(=O)(=O)c2ccccc2)CC1	17.5	-10.6
CC(C)(C)c1ccc(C(=O)NCC2CCCN2S(=O)(=O)c2ccccc2)cc1 (configuration not stated)	25.1	-5.6
O=C(OCc1ccc([N+](=O)[O-])cc1)C1CC(=O)N(Cc2ccccc2)C1 (configuration not stated)	15.1	-2.6
Cc1ccc(-c2nc(C(Cl)Cl)c3ccccc3n2)cc1	109.2	-67.1
O=C(CSc1nncn1-c1ccccc1)NC1CCCc2ccccc21 (configuration not stated)	18.8	-1.9
CN(C(=O)c1cccc(NC(=O)Cc2cccc([N+](=O)[O-])c2)c1)C1CCCC1	1.0	7.1
Cc1ccc2[nH]c(=O)c(CN(CCc3ccccc3)C(=O)N3CCOCC3)cc2c1	19.7	-3.4
CCCCn1c(N)c(N(CCOC)C(=O)CSc2n[nH]c(-c3ccc(OC)cc3)n2)c(=O)[nH]c1=O	0.0	0.7
CCOC(=O)c1ccc(NC2OC(=O)c3ccccc32)cc1 (configuration not stated)	7.4	-8.3
Cc1ccccc1N(CC(=O)N/N=C/c1ccccc1Cl)C(=O)c1ccccc1	21.2	-5.4
COc1ccccc1NS(=O)(=O)c1cccc(NC(=O)C(C)NC(=O)c2ccco2)c1 (configuration not stated)	-3.4	-2.7
COc1cc(/C=N/N2CCOCC2)ccc1OC(=O)c1ccco1	-3.0	7.7
CC(=O)NC(CCCNC(=S)NC1CCCCC1)C(=O)O (configuration not stated)	-6.5	0.9
CCOC(=O)c1c(C)[nH]c(C(C)=NNC(=O)Cn2nc(C)cc2C)c1C	15.6	-5.4

Three successive entries out of the list so far, quoted:
SMILES	TAG inh	TAG inh DAPI viability
COc1cc(/C=N/N2CCOCC2)ccc1OC(=O)c1ccco1	-3.0	7.7
CC(=O)NC(CCCNC(=S)NC1CCCCC1)C(=O)O (configuration not stated)	-6.5	0.9
CCOC(=O)c1c(C)[nH]c(C(C)=NNC(=O)Cn2nc(C)cc2C)c1C	15.6	-5.4

Of the compounds above, 4 contain a cyano group:
SMILES	TAG inh	TAG inh DAPI viability
Cc1cccc(-c2nnc(SCC#N)n2-c2ccccc2)c1	-13.1	1.5
Cc1ccc(CSc2nc3c(cc2C#N)CCC3)cc1	-2.8	6.9
Cc1nn(-c2ccccc2)c(Cl)c1C1C(C#N)=C(N)Oc2n[nH]c(C)c21 (configuration not stated)	-15.9	4.0
Cc1cc2c(c(=O)o1)C(CCC1CCCCC1)C(C#N)=C(N)O2 (configuration not stated)	5.2	-6.7

(list continues)
SMILES	TAG inh	TAG inh DAPI viability
CC(C)C1C(c2ccccc2)NC(c2ccccc2)CC1(O)c1ccc(F)cc1 (configuration not stated)	-14.9	14.9
CCCCCCc1c(O)nc(SCCN2CCOCC2)[nH]c1=O	8.3	-4.6
CC/C(O)=C1\C(=O)CCCC1=NCCc1c(C)[nH]c2ccc(C)cc12	-4.6	2.4
C=CCn1c(=N)n(CC(O)COc2ccc(OC)cc2)c2ccccc21 (configuration not stated)	-2.8	10.1
CCN(CC)CCNC(=O)c1ccc(NC(=O)c2cn(-c3ccccc3)nc2-c2cccs2)cc1	33.0	34.5
CC1(C)CCc2cc(S(=O)(=O)N3CCN(S(=O)(=O)c4c(F)cccc4F)CC3)ccc2O1	-3.2	-7.7
Cc1cccc(C(O)c2ncc(-c3cccc(C(F)(F)F)c3)[nH]2)c1C (configuration not stated)	-25.0	0.4
COc1ccccc1C(=O)C1CCCN(C(=O)c2cc(C(C)C)no2)C1 (configuration not stated)	-6.0	-8.8
CC(C)Cn1c(N)c(C(=O)COC(=O)/C=C/c2ccccc2)c(=O)n(C)c1=O	-12.2	-9.3
CCOc1ccccc1C(=O)N1CCOCC1	6.9	-4.9
Cc1cc(C)n2nc(SCC(=O)N3CCN(c4ccccc4)CC3)nc2n1	4.5	6.5
COCc1nc2ccccc2n1Cc1ccccc1C	-10.0	3.8
COc1ccccc1-n1c(-c2ccccc2)n[nH]c1=S	8.2	-6.2
N#Cc1ccccc1S(=O)(=O)N1CCN(C(=O)C2CC(=O)N(c3ccc4c(c3)OCCO4)C2)CC1 (configuration not stated)	10.3	-5.6
COc1ccc(SN=C2C(C)=CC(=O)C=C2C)cc1	-5.3	8.5
O=C(NCC(c1ccco1)N1CCc2ccccc2C1)C(=O)Nc1cc(F)ccc1F (configuration not stated)	3.3	1.9
COc1ccc(C(=O)Nc2nc3ccc(S(C)(=O)=O)cc3s2)cc1	7.2	-2.2
O=C(c1cccnc1)N(Cc1ccccc1)C(=O)c1cccnc1	1.3	4.7
O=C(CN1CCN(C(=O)CCC(=O)N2CCC(c3ccccc3)=N2)CC1)Nc1ccc(F)cc1	0.9	-5.1
COc1ccc(-n2c(=O)[nH]cc(C(=O)Nc3ccc4c(c3)OCCO4)c2=O)cc1OC	9.3	2.0
Cc1ccc2nc(SCC(=O)c3ccc4c(c3)NC(=O)CO4)[nH]c2c1	4.3	0.7
COc1ccc(S(=O)(=O)NNC(=O)Nc2ccc(F)cc2)cc1	0.0	5.2
COc1cc(C)ccc1OCCOCCOc1ccc([N+](=O)[O-])cc1	-17.6	-4.0
CCOc1ccc(-c2nnc(-c3cccs3)o2)cc1	4.5	7.6
O=C(NC(=S)NCC1CCCO1)C(c1ccccc1)c1ccccc1 (configuration not stated)	0.2	2.1

Rewritten with values under each structure: part of the list above.
Values run as follows: TAG inh | TAG inh DAPI viability
CC/C(O)=C1\C(=O)CCCC1=NCCc1c(C)[nH]c2ccc(C)cc12
  -4.6 | 2.4
O=C(CN1CCN(C(=O)CCC(=O)N2CCC(c3ccccc3)=N2)CC1)Nc1ccc(F)cc1
  0.9 | -5.1
O=C(c1cccnc1)N(Cc1ccccc1)C(=O)c1cccnc1
  1.3 | 4.7

Additional structures follow.
SMILES	TAG inh	TAG inh DAPI viability
CCOC(=O)c1sc(N2C(=O)C(O)=C(C(=O)c3ccco3)C2c2ccc([N+](=O)[O-])cc2)nc1C (configuration not stated)	-5.8	-1.9
CCOC(=O)c1sc(SC)c2c1CCC/C2=N/OC	3.0	2.6
Cc1nnc(NC(=O)Cn2cnc3c2c(=O)n(C)c(=O)n3C)s1	4.5	4.1
CCCc1cc2c(cc1NC(=O)c1ccc(C)cc1)OCO2	-8.6	2.2
Cc1ccc(OCC(=O)N2C(C)CCCC2C)c([N+](=O)[O-])n1 (configuration not stated)	5.2	-1.9
O=S(=O)(NCC1(N2CCOCC2)CCCCC1)c1ccc(Cl)cc1C(F)(F)F	-11.0	1.4
CN(CC(=O)Nc1c(Cl)cccc1Cl)C(=O)C1=COCCO1	0.6	-7.2
COc1ccc(Cl)cc1NC(=O)CN1C(=O)C(=O)N(C2CCCC2)C1=O	-0.4	-1.3
CC(C)C(NC(=O)c1ccc(F)cc1)C(=O)NC1(C)CCS(=O)(=O)C1 (configuration not stated)	10.7	-3.8
CCOC(=O)C1=C(CC)OC(N)=C(C#N)C1c1ccc(OC)c(OC)c1OC (configuration not stated)	-0.7	-9.8
C[C@H](NC(=O)c1ncn(C)c1C(=O)N[C@@H](C)c1ccccc1)c1ccccc1	-11.2	-4.4
COC(=O)c1ccc(CNC(=O)c2ccc3oc(C(C)C)nc3c2)cc1	-21.1	3.4
O=C(Cc1c(F)cccc1Cl)NC1=NCCS1	-2.6	1.6
O=C(Nc1ccccc1)Nc1nc(-c2ccccc2)cs1	15.7	5.1
C=CCn1c(C)cc(C(=O)CSc2nc(N)cc(N)n2)c1C	3.1	12.1
COc1ccc(OC)c(C(=O)NC(CC(N)=O)c2ccc(N3CCN(c4ccccc4)CC3)c([N+](=O)[O-])c2)c1 (configuration not stated)	-19.2	-0.8
CSCc1ccc(C(=O)Nc2cc(C)cc(C)c2)cc1	11.1	0.7
Cc1cc(CNC(=O)C2CCC(=O)N(Cc3ccccc3F)C2)on1 (configuration not stated)	-14.0	2.3
CCN(C(=O)COC(=O)CCCN1C(=O)c2cccc3cccc(c23)C1=O)C1CCS(=O)(=O)C1 (configuration not stated)	5.6	-0.3

High-throughput results as filed in PubChem BioAssay.
